ARNT-TACC3 inh: ARNT/TACC3 interaction disruption. inhibition, % at 9.99 µM. AID 623870. Q9Y6A5. AlphaScreen His-ARNT PAS-B/GST-TACC3 binding, luminescence; TACC3 fragment carries E629A point mutation. 390,000 compounds, 0.66% hits;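 active = mean inhibition of replicates at least 50% and at least half of replicates each reaching 50%; inconclusive = half or more replicates reach 50% but mean below 50%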;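 note: 0% = complete ARNT plus TACC3 wells and 100% = ARNT alone without TACC3; many hits fall short of the cut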
PAX8 inh HTS: inhibitors of PAX8 transcriptional activity in RMG-I cells. inhibition, % at 12.6 µM. RMG-I TPO-luciferase reporter, SteadyGlo, 24 h. 360,000 compounds, 1.2% hits;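 active = mean replicate inhibition at least 60% with every replicate also reaching 60%; inconclusive = only one of the two criteria is met; inactive = mean below 60% and not all replicates reaching 60%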;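 note: luciferase light reporting Pax8 driven TPO promoter activity; plate controls were median of neutral control wells for no effect and mitoxantrone controls for full effect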
XiGFP reactiv: activators of X-chromosome reactivation in mouse fibroblasts; XiGFP mouse fibroblasts, % GFP-positive cells imaging, 3 d; cells co-treated with 5-aza-dC sensitizer; scaled so ellipticine positive control = 100%; activation, % at 7.58 µM; 360,000 compounds, 0.055% hits; AID 743238;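 active = mean normalized replicate activation at least 10% and every replicate at or above 10%; inconclusive = only one of the two criteria met; inactive = mean below 10% and not all replicates reach 10%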;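 note: 0% = median of on-plate neutral control wells and 100% = ellipticine 6 µM median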
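assay system = SV40-immortalized XiGFP fibroblast cells, line 68-5-11 | buffer or medium = DMEM plus 5-aza-dC sensitizer | doses = single-point pinned compound dosing | times = 3-day compound exposure, then 15 min fixation at room temperature | benchmarks = positive control ellipticine, 6 µM final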
CFTR F508del cor: correctors of CFTR F508del function in bronchial epithelial cells. activity (quench increase), % at 7.58 µM. 350,000 compounds, 0.36% hits. AID 720511. CFBE cells, YFP halide quenching; stimulated with forskolin plus potentiator P3; % fluorescence drop versus neutral controls;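 active = mean added fluorescence quench of at least 8% versus neutral control, with both replicates also reaching 8%; inconclusive = only one of the mean or replicate conditions met; inactive = mean below 8% and not both replicates reaching 8%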;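 note: cells transiently co-express mutant CFTR-F508del with the halide-sensitive YFP; corrector assay measuring rescue of mutant channel to the surface after 24 h compound exposure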
EWS-Fli block: blocks EWS/Fli oncoprotein-driven transcription | A673 NR0B1-luciferase reporter, viability-normalised | inhibition, % at 12.6 µM | 350,000 compounds, 0.67% hits | AID 651661;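 active = mean inhibition of at least 50% after viability correction, with every replicate also passing that limit; inconclusive = mean reaches 50% but only one of two replicates passes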;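 note: firefly luciferase signal divided by Alamar Blue viability fluorescence both relative to DMSO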
DENV2 CPE rescue: protects cells from dengue virus 2 cytopathic effect; DENV2-infected cells, cytopathic effect rescue, plate reader; CPE inhibition, % at 9.99 µM; 350,000 compounds, 1.7% hits; AID 651640; in the data active = CPE inhibition above about 20%, passing the limit was not always enough; inconclusive = no clear call, values can overlap the other calls; tested in BHK-21 cells;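 note: 0% = median of neutral control wells and 100% = median of positive control wells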
GSIS activator: primary screen for activators of insulin secretion dependent on glucose, INS-1E cells, GLuc reporter luminescence. activation, % at 16.6 µM. 370,000 compounds, 0.61% hits. INS-1E GLuc reporter insulin secretion, 2-3 h;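 active = lowest replicate activation of at least 40%, so every replicate reaches that level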;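 note: 0% = median of neutral control wells and 100% = median of IBMX positive control wells; some compounds called inactive have numbers as strong as hits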
ERp5 inh: ERp5 (human) disulfide isomerase inhibition. AID 651711. 350,000 compounds, 0.05% hits. inhibition, % at 9.99 µM. Q15084. ERp5 insulin aggregation, absorbance 650 nm, 90 min;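 active = mean replicate inhibition above about 25%, with every replicate also reaching it, limit read from the data, passing the limit was not always enough; inconclusive = only one of those two criteria met; inactive = neither criterion met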
Target sequence (Q15084 whole entry, looked up): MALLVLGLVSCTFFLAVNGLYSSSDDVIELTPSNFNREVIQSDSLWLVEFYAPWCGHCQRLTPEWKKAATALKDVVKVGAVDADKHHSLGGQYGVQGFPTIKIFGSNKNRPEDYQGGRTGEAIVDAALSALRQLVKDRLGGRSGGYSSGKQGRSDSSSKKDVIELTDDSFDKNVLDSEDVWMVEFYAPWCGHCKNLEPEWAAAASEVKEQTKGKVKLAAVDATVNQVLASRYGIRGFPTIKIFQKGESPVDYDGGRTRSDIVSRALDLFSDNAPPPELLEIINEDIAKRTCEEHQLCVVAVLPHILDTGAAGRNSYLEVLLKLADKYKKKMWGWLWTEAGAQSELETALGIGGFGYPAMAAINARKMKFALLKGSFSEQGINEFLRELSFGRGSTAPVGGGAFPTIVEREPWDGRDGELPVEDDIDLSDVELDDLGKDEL
* = called active by the depositor; ? = inconclusive; / = not tested or not shown.

SMILES	ARNT-TACC3 inh	PAX8 inh HTS	XiGFP reactiv	CFTR F508del cor	EWS-Fli block	DENV2 CPE rescue	GSIS activator	ERp5 inh
COc1ccc(Cl)cc1NC(=S)NNC(=O)C1(C)CC1(Cl)Cl (configuration not stated)	-14	8	0.1	-0.3	16	/	-40	1
COc1ccc(N2CC(C(=O)Nc3nc(-c4ccccc4)c(C(C)=O)s3)CC2=O)c(OC)c1 (configuration not stated)	/	5	0.0	-0.4	7	8	-12	-1
CCOC(=O)C(C)Oc1cccc2c(=O)n(CC(=O)Nc3cccc(OC)c3)ccc12 (configuration not stated)	-1	8	0.2	2.8	40	3	-25	8
CC(C)C[C@H](NC(=O)C1CCCC1)C(=O)N1CCC[C@H]1C(=O)NCc1ccccc1	/	-23	0.1	0.6	-2	7	/	5
CCN(Cc1ccccc1)c1ccc(N=Nc2nn(C)c(C)c2[N+](=O)[O-])cc1	3	-63	0.1	/	-16	0	/	4
O=C(C[C@@H]1CC[C@@H]2[C@H](COC[C@H](O)CN2Cc2cccc(F)c2)O1)NCc1ccncc1	1	-2	0.0	-5.8	7	3	16	5
COc1cccc(-c2ccc3c(c2)O[C@H](CN(C)C(=O)C2CC2)[C@@H](C)CN([C@H](C)CO)S3(=O)=O)c1	-1	/	-0.2	-0.6	2	15	-16	-5
O=C(C[C@@H]1C[C@H]2c3cc(NS(=O)(=O)c4ccc(F)cc4)ccc3O[C@H]2[C@H](CO)O1)N1CCc2ccccc2C1	11	22	0.1	-3.4	1	-1	-25	-10
C[C@@H]1CN([C@@H](C)CO)C(=O)c2cc(NS(=O)(=O)c3cccs3)ccc2O[C@H]1CN(C)Cc1ccc(C(=O)O)cc1	-1	/	-1.1	-4.1	-6	5	-7	-6
CC(C)OCCCNC(=O)CN1CCN(Cc2ccc(Cl)cc2)C1=O	-6	9	0.0	2.8	-5	4	1	0
C[C@H](CO)N1C[C@H](C)[C@H](CN(C)Cc2cccnc2)Oc2ncc(-c3cccc(C#N)c3)cc2C1=O	-10	-6	-0.3	-3.5	-2	1	-4	-1
CCOC(=O)COc1coc(CN2CCN(c3cccc(Cl)c3)CC2)cc1=O	5	-2	0.0	0.5	8	1	7	4
COc1ccc(-c2ccc3c(c2)[C@@H]2[C@@H](CCN2S(=O)(=O)C2=NC(C)C=N2)[C@H](CO)N3C)cc1 (some centres not stated)	2	-16	0.0	0.1	-13	-7	-11	4
COc1cc2c(cc1OC)CN(C1CC(=O)N(c3c(C)cccc3C)C1=O)CC2 (configuration not stated)	-6	-1	0.0	-2.6	-2	7	4	3
Cc1ccccc1NC(=S)NC(C)CCc1ccccc1 (configuration not stated)	-2	5	0.1	/	/	/	10	/
Cc1cccc(N(C(=O)c2cnc3n(c2=O)CCS3)C2CCCCC2)c1	-8	/	/	1.8	-1	6	10	-1
O=[N+]([O-])c1ccc(C(O)CN=Cc2ccc(O)cc2O)cc1 (configuration not stated)	4	-22	-0.1	-0.4	11	1	-2	2
Cc1noc(C)c1S(=O)(=O)Nc1ccc2c(c1)C(=O)N([C@H](C)CO)C[C@@H](C)[C@@H](CN(C)Cc1ccncc1)O2	3	/	0.0	-2.1	-7	3	-10	4
Cn1cccc1C(C(=O)NC1CCCCC1)N(C(=O)Cc1cccs1)C1CC1 (configuration not stated)	2	/	/	1.1	1	/	0	3
COC(=O)C[C@H]1CC[C@@H]2[C@@H](COc3ccc(NC(=O)Nc4ccc(C#N)cc4)cc3C(=O)N2C)O1	4	-4	0.2	0.8	-6	2	0	-2
O=C(Nc1ccccc1F)N[C@H]1CC[C@H](CCNC(=O)C2CC2)O[C@@H]1CO	0	/	0.4	-3.3	5	-1	6	-6
Cc1ccc(-c2cnc3c(c2)C(=O)N([C@H](C)CO)C[C@@H](C)[C@H](CN(C)C(=O)CN(C)C)O3)cc1	-3	-21	-0.3	1.1	-6	7	6	2
O=[N+]([O-])c1cccc(S(=O)(=O)NCC2CCCO2)c1 (configuration not stated)	/	1	0.0	/	10	?	/	0
CN1C(=O)C(C)(C)c2cc(S(=O)(=O)N3CCN(c4cccc(Cl)c4)CC3)ccc21	/	12	0.1	-2.3	-1	-8	-15	1
CC(=O)Nc1cccc(NC(=O)c2csc(C)c2)c1	9	-57	0.1	1.9	-33	-2	-1	-26
Cc1ccc(S(=O)(=O)N2CC[C@@H]3[C@@H](CO)Nc4ccc(-c5ccc(C#N)cc5)cc4[C@@H]32)cc1	15	13	0.2	-0.1	10	/	-7	/
COc1ccc(CNC(=O)CN(C(=O)Cn2nnc(-c3ccccc3F)n2)c2ccc(C)cc2)cc1	-5	10	0.0	-0.3	4	-2	-14	1
COC(=O)c1ccc(/C=C(\C#N)C(=O)NC(C)c2ccccc2)cc1 (configuration not stated)	3	11	0.1	1.7	-16	0	2	0
FC(F)(F)c1ccc(CN2C[C@@H]3C(c4ccccc4)C4(c5cccnc5)CC3(C4)[C@H]2c2ccccc2)cc1 (some centres not stated)	3	17	-0.1	-1.3	18	?	-9	0
CC1(C(=O)Nc2ccc3c(c2)OCCO3)CCC(=O)N1CCOc1ccccc1 (configuration not stated)	/	-21	0.3	1.6	-16	-2	-3	8
Cc1noc(C)c1C(=O)Nc1nnc(CC(C)C)s1	-25	-1	-0.1	1.5	-4	17	2	-6
CC(=O)Nc1ccc(S(=O)(=O)NCCC(=O)OCC(=O)c2cccc(Br)c2)cc1	4	9	-0.7	-0.3	-2	/	-22	-5
O=C(Cc1nnc(NC(=O)Nc2ccccc2)s1)Nc1ccccc1	/	1	0.0	-1.2	-1	6	4	4
COc1cccc(/C=N/n2nnnc2N)c1O	6	-23	-0.1	-0.6	4	/	40	-1
O=C(C[C@H]1CC[C@@H]2[C@H](COC[C@H](O)CN2Cc2nccs2)O1)NCc1ccccc1F	-14	-9	0.0	-2.5	-1	-5	5	0
OCCNc1nc(Nc2ccc(Cl)c(Cl)c2)nc2ccccc12	-4	-1	0.0	0.5	1	-29	-17	2
O=C(CN1CCN(c2ccc(F)cc2)CC1)NCc1ccc(Cl)cc1	3	23	0.0	-0.7	16	-3	-31	12
CCNC(=S)Nc1ccc(Cc2nc3ccccc3[nH]2)cc1	/	-1	0.0	-1.4	12	3	-5	-13
Cc1ccsc1CN(C)CC(=O)NCC(=O)Nc1ccc(F)c(F)c1F	-1	0	0.0	0.9	3	-2	5	2
COc1cccc(-c2ccc([C@@H]3[C@@H](CO)N4C(=O)CN(C(=O)C5CCC5)C[C@@H]34)cc2)c1	/	2	-0.1	2.4	7	6	11	-4
Cc1cc(C)c2c(=O)[nH][nH]c2n1	5	6	0.2	-3.3	13	-8	/	3
CC1C(=O)C(C)C(c2cc(Br)ccc2O)NC1c1cc(Br)ccc1O (configuration not stated)	3	-15	0.2	-4.9	24	-2	-18	-1
CCCCc1ccc(-n2nnnc2SCC(=O)Nc2cc(OC)c([N+](=O)[O-])cc2C)cc1	-5	8	0.1	/	/	/	-7	/
COc1ccc(NC(=O)N(C)C[C@@H]2Oc3cc(-c4cccc(C(=O)N(C)C)c4)ccc3S(=O)(=O)N([C@@H](C)CO)C[C@@H]2C)cc1	0	25	-1.4	0.5	-1	-2	5	0
Cc1ccc(-c2ccnc3cc(C)nn23)cc1	2	-1	0.0	-1.8	-10	10	12	2
COc1ccc(NC(=O)N2CCCC(C(=O)Nc3cccc(C)c3C)C2)cc1 (configuration not stated)	1	-5	0.1	-2.3	-9	9	8	4
COC(=O)c1ccc(C23CC4(C2)[C@H](CN(C)[C@@H]4c2ccccc2)C3c2ccc(Cl)nc2)cc1 (some centres not stated)	10	23	0.0	1.3	6	-8	-14	-3
Cc1oc(-c2ccc(Cl)cc2)nc1CS(=O)CC(=O)NC1CC1 (configuration not stated)	-9	1	0.0	-0.4	6	11	-1	-2
Cc1ccc(S(=O)(=O)N2C[C@@H](C)[C@]3(C2)[C@H](O)[C@H](OC(=O)NC2CC2)C[C@H]2C(=O)N(c4ccccc4)C(=O)[C@H]23)cc1	/	-9	0.0	-3.8	10	-2	-46	-2
Cc1cc(C)cc(NC(=O)Oc2ccccc2N2CCCCC2)c1	0	-1	0.1	-1.7	-8	-4	6	-7
CC(C)C(NC(=O)c1c(F)cccc1F)C(=O)N1CCN(c2ncccn2)CC1 (configuration not stated)	/	-5	-0.1	0.9	-3	0	3	-4
Cc1ccc(NC(=O)CN(C)C(=O)c2cc(-c3ccccc3)nn2-c2ccccc2)cc1	-2	7	0.0	-4.6	-1	2	13	-1
COc1ccc(S(=O)(=O)N(C)C[C@H]2OCCCC[C@@H](C)Oc3ccc(NS(=O)(=O)c4cccs4)cc3C(=O)N([C@H](C)CO)C[C@H]2C)cc1	-3	14	0.1	-4.1	0	4	-44	0
C[C@H]1CN([C@@H](C)CO)C(=O)c2cc(/C=C/c3ccccc3)cnc2O[C@@H]1CN(C)C(=O)Nc1ccc(C(F)(F)F)cc1	17	/	0.1	5.9	17	?	-14	4
CO[C@H]1CN(C)C(=O)c2cc(NC(=O)c3ccc(F)cc3)ccc2OC[C@@H](C)N(C(=O)CN(C)C)C[C@H]1C	2	-1	0.0	0.2	-2	-1	0	0
O=C(Nc1ccccn1)c1ccccc1	-7	-122	0.2	/	-60	-7	/	7
CCCNC(=O)Nc1ccc2c(c1)C(=O)N(C)C[C@H](OC)[C@@H](C)CN(C(=O)C1CCCCC1)[C@H](C)CO2	-7	3	-0.1	-1.8	1	18	3	6
CCN1CCC(NC(=O)Nc2cc(Cl)ccc2OC)CC1	/	-5	0.2	-1.7	7	-4	-2	0
CC(=O)c1cccc(NC(=O)CSCc2ccc(Br)cc2)c1	-3	0	0.0	/	/	/	-6	/
COc1ccccc1-c1cnc(C(O)c2ccc(Cl)cc2)[nH]1 (configuration not stated)	/	10	0.0	0.6	4	14	/	-1

(further entries)
SMILES	ARNT-TACC3 inh	PAX8 inh HTS	XiGFP reactiv	CFTR F508del cor	EWS-Fli block	DENV2 CPE rescue	GSIS activator	ERp5 inh
Cc1noc(C)c1NC(=O)N(C)C[C@H]1OCCCC[C@H](C)Oc2ccc(NS(=O)(=O)c3ccc(F)cc3)cc2C(=O)N([C@@H](C)CO)C[C@@H]1C	-1	-4	0.0	1.3	-3	0	-2	0
CCOc1cc2ccccc2cc1C(=O)Nc1ccccn1	1	-7	0.1	-0.2	-20	-4	2	4
Cc1ccc(C(=O)COC(=O)C(C)N2C(=O)C3C4C=CC(C4)C3C2=O)cc1 (configuration not stated)	-1	-3	0.2	/	/	/	-4	/
CCOC(=O)c1cc(-c2ccccc2)sc1NC(=O)CC	-6	-13	0.4	/	/	/	39	/
Cc1cc(C)cc(OCCNC(=O)CCc2ccccc2)c1	-4	-4	0.0	-2.1	5	2	-13	0
O=C([C@H]1[C@H](CO)[C@H]2Cn3c(ccc(C4=CCCC4)c3=O)[C@@H]1N2C(=O)c1ccncc1)N1CCOCC1	15	-3	0.1	/	-3	-2	12	2

Exported with two lines to a compound: entries from further up.
The line under a structure holds: ARNT-TACC3 inh, PAX8 inh HTS, XiGFP reactiv, CFTR F508del cor, EWS-Fli block, DENV2 CPE rescue, GSIS activator, ERp5 inh
> Cc1cc(C)cc(OCCNC(=O)CCc2ccccc2)c1
→ -4, -4, 0.0, -2.1, 5, 2, -13, 0
> Cc1ccc(C(=O)COC(=O)C(C)N2C(=O)C3C4C=CC(C4)C3C2=O)cc1 (configuration not stated)
→ -1, -3, 0.2, /, /, /, -4, /

Assay outcomes deposited in PubChem BioAssay by Broad Institute.
